From PubChem
697 NFkB inh – lowers PMA/ionomycin-induced NF-kB signal in 697 B cells | 330,000 compounds, 0.33% hits | 697 B-cell NF-kB luciferase reporter, 16 h | AID 435022 | inhibition, % at 4 µM; in the data active means inhibition above about 35%
Jurkat NFkB inh – lowers PMA/ionomycin-induced NF-kB signal in Jurkat cells | PMA/ionomycin-induced NF-kB luciferase reporter, luminescence | inhibition, % at 4 µM | 330,000 compounds, 0.53% hits; in the data active means inhibition above about 50%
Mdm2 MdmX PPI – disrupts the human Mdm2-MdmX interaction; inhibition, % at 8 µM; 330,000 compounds, 3% hits; O15151+Q00987; SaOS-2 split-luciferase Mdm2/MdmX complementation, luminescence;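 active means inhibition of at least 50% at 8 µM in the primary screen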
Target sequence (O15151 whole entry, looked up): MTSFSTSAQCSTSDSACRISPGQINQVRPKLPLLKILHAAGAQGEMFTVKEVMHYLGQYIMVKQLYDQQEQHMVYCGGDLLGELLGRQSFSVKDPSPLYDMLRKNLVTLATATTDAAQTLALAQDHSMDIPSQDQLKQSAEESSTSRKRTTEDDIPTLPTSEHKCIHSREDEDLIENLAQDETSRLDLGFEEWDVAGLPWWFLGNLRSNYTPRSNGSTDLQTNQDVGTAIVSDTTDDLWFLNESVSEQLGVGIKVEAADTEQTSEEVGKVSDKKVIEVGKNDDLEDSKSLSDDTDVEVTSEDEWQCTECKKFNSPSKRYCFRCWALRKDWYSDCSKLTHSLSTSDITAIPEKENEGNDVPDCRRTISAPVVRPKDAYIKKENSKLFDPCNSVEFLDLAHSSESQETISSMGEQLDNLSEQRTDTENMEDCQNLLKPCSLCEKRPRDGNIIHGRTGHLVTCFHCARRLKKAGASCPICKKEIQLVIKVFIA
Target sequence (Q00987 whole entry, looked up): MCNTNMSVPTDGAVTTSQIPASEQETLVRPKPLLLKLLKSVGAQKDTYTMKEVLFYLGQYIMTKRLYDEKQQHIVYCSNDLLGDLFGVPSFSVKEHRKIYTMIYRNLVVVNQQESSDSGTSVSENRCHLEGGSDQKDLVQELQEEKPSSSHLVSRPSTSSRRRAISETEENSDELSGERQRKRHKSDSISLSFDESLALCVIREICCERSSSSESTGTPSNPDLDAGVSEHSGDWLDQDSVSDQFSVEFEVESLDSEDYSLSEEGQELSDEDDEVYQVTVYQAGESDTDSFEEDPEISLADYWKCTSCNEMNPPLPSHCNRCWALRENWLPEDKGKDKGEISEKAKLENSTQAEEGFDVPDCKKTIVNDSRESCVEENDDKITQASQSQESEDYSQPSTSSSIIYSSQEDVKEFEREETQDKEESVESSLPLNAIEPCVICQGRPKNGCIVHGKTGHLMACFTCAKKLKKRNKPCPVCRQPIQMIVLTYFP
tim23-1 inh – growth inhibitors of tim23-1 mutant yeast | inhibition, % at 20 µM | S. cerevisiae tim23-1 growth, BacTiter-Glo luminescence, 24 h | 330,000 compounds, 1.3% hits;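 active means growth inhibition of the mutant yeast at or above 50%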;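 further: temperature-sensitive mutant grown at 25 °C; plate controls were DMSO-treated mutant yeast for no effect and medium wells lacking yeast for full effect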
tim10-1 inh – inhibits growth of tim10-1 mutant yeast. S. cerevisiae tim10-1 ts strain growth, BacTiter-Glo, 24 h. inhibition, % at 20 µM. 330,000 compounds, 2.2% hits;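 active means inhibition of at least 40%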;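 further: mutant grown at 25 °C; 0% = DMSO wells with yeast and 100% = wells holding no yeast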
CHOP UPR activ – activators of apoptotic arm of unfolded protein response (CHOP); CHO-CHOP luciferase reporter, UPR activation, luminescence; percent of tunicamycin response over DMSO baseline; activation, % at 10 µM; 330,000 compounds, 0.34% hits;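 active means at 10 µM dose, activation of 40% or more, normalized to positive control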;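 further: 100% = tunicamycin at 10 µg/mL and 0% = DMSO alone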
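System: CHO-CHOP luciferase reporter cell line; amount: 500 cells/well; buffer or medium: F12 medium containing 10% fetal bovine serum; incubation: 6 h compound exposure at 37 °C after overnight seeding; measured by: luciferase luminescence after 10 min with Steady-Glo reagent; evaluation: % reporter activation, DMSO baseline versus tunicamycin full activation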
XBP1 UPR activ – adaptive UPR (XBP1) activation | CHO-XBP1 luciferase reporter, IRE1-XBP1 UPR activation, luminescence; percent of tunicamycin response, DMSO as zero | activation, % at 20 µM | 330,000 compounds, 0.33% hits;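 active means versus positive control, 20 µM dose yields 30% or more activation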;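 further: 100% = tunicamycin at 10 µg/mL and 0% = DMSO only wells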
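Material: CHO-XBP1 cells stably carrying IRE1-XBP1-driven luciferase reporter / Amount: 1000 cells per well / Compound: 20 µM, 1% DMSO / Times: 6 h treatment, 37 °C / Detection: luciferase luminescence / Measure: % activation of reporter signal versus tunicamycin and DMSO controls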
TIM10 inh – growth inhibitors of TIM10 yeast strain. S. cerevisiae TIM10 strain growth, BacTiter-Glo luminescence, 24 h. inhibition, % at 10 µM. 330,000 compounds, 1.4% hits;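 active means inhibition of 40% or more at the single tested concentration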;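 further: wild-type TIM10 isogenic control strain grown at permissive 25 °C; 0% = DMSO yeast wells and 100% = minimal medium wells without yeast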
Starred values were filed as active, the others as inactive.

SMILES | 697 NFkB inh | Jurkat NFkB inh | Mdm2 MdmX PPI | tim23-1 inh | tim10-1 inh | CHOP UPR activ | XBP1 UPR activ | TIM10 inh
Cc1ccc(CN2CCNC(=O)C2CC(=O)NC2CCCCCC2)cc1 (centres undefined) | 1 | -6 | 27 | 13 | 14 | -1.2 | -3 | 16
Cc1ccc(NC(=O)c2cc(-c3cc(Cl)ccc3O)n[nH]2)cc1C | 9 | -21 | 18 | -2 | -1 | 0.5 | 2 | 1
CCC1(CC)NC(=O)N(CC(=O)OCC(=O)Nc2ccc(F)c(F)c2F)C1=O | 1 | 6 | 10 | -5 | 9 | -1.3 | -4 | -6
COC(c1ccccc1)c1nnc(CCC(=O)NC2CCCCC2)o1 (centres undefined) | -14 | -11 | -22 | 13 | -8 | 1.2 | 1 | -13
CC(C(=O)NCc1cccc(Cl)c1)N1C(=O)c2ccccc2C1=O (centres undefined) | -1 | 12 | 14 | 5 | -6 | -0.2 | 2 | 2
O=C(CSc1nnc2sc3ccccc3n12)c1ccco1 | -9 | -33 | 6 | 14 | 17 | 0.0 | 1 | 8
Cc1ccc(NC(=O)NC(=O)COc2ccccc2C(N)=O)c(C)c1 | -3 | -10 | -19 | -6 | -8 | 1.3 | -3 | -15
CCN(CC)S(=O)(=O)c1cccc(NC(=O)CNC2CCCCCC2)c1 | 21 | 10 | 15 | 2 | 3 | 0.5 | 0 | -10
Cc1ccc(C)c(NC(=O)COc2coc(CN3CCc4ccccc43)cc2=O)c1 | -45 | 0 | 7 | 8 | 20 | 1.1 | -1 | 9
NC(=O)Cn1ccc(O)c(Cc2ccc(Cl)cc2Cl)c1=O | 14 | -19 | 1 | 10 | 13 | -1.8 | -3 | 2
COc1ccc(Cc2nnc(NC(=O)CSc3ccccc3)s2)cc1 | 8 | 3 | -16 | 13 | 16 | 1.1 | -2 | 16
C[C@H](NC(=O)N1CCn2c1nc1ccccc12)C(=O)NCc1ccc(F)cc1 | 18 | 14 | 11 | 35 | 10 | 0.8 | -3 | -2
COc1ccc2c(Cl)c(-c3nnc(SCC(=O)c4ccccc4)n3C)sc2c1 | -12 | 14 | 26 | -32 | 16 | 4.2 | 14 | -22
Cc1cccc(Nc2nnc(SCC(=O)NC(=O)Nc3ccc4c(c3)OCCO4)s2)c1 | 21 | 7 | 91* | 5 | 14 | 2.1 | -3 | -2
CSc1nc(-c2ccccc2)nc(C(C)C)n1 | 13 | 2 | -2 | -5 | -10 | 1.1 | 1 | 8
CCOc1cc(/C=N/NC(=O)c2ccccn2)ccc1OC(=O)c1cccs1 | -12 | 10 | 14 | -3 | -30 | 1.3 | 2 | -24
Cc1ccc(NC(=O)C2=CCN(S(=O)(=O)c3ccc(F)cc3)CC2)cc1 | 0 | -1 | 2 | 7 | 8 | -1.0 | -4 | 7
O=C(CSc1ncccn1)NCC1CCCO1 (centres undefined) | -18 | -10 | -18 | -6 | -8 | 1.9 | -5 | 3
CC1=C(C)/C(=N\OC(=O)/C=C/c2ccccc2)C=CC1=O | -21 | 17 | 23 | 21 | 27 | 2.4 | -9 | 6
COc1cccc(-n2c(SCC(=O)NC3CCS(=O)(=O)C3)nc3ccccc3c2=O)c1 (centres undefined) | 1 | -10 | -22 | 2 | 4 | -1.1 | 0 | 3
O=C(CSc1nnc(NC(=O)c2ccccc2[N+](=O)[O-])s1)NCc1ccco1 | 6 | 2 | 20 | 0 | 0 | 0.8 | -2 | 0
Cc1cc(C)nc(SCc2ccc(C(=O)N/N=C3\CC(C)CC(C)(C)C3)cc2)n1 (centres undefined) | -79 | 35 | 1 | 30 | 26 | 2.4 | -3 | 40*
Cc1cc(C(=O)OCC(=O)c2ccc3c(c2)OCCO3)c(C)o1 | 12 | -22 | 12 | 16 | 12 | 0.3 | 2 | 11
COc1ccc(-n2c(C)cc(C(=O)COC(=O)c3cc(NC(=O)c4cccs4)c(OC)c(OC)c3)c2C)cc1 | -24 | -17 | 13 | 13 | 19 | 1.5 | -1 | 0
CCCC(=O)Nc1cc(C(=O)N(C)CC(OC)OC)ccc1S(=O)(=O)c1ccc(C)cc1 | -1 | -11 | 18 | 13 | 16 | -1.1 | -1 | 5
CN1CCOCCOCCOCCN(C)C1=S | 4 | -5 | 14 | 3 | -2 | -1.4 | 0 | 4
Cc1cc(C)n2nc(C(=O)N/N=C/c3cccs3)nc2n1 | 2 | 2 | -1 | 1 | 8 | 7.9 | 5 | -6
CCN(CC)S(=O)(=O)c1ccc(OC)c(NC(=O)c2ccc([N+](=O)[O-])cc2)c1 | 11 | 11 | 21 | 25 | 9 | -0.3 | -5 | 8
CCCCCCCCCCCCCCCC[n+]1ccc(C(N)=O)cc1 | -58 | 56* | 78* | 42 | -12 | 1.2 | -1 | 48*
NCCCCCc1cn([C@@H](CCC(=O)O)C(=O)NCCCCCCCCCCC(=O)N2CCNCC2)nn1 | 10 | 9 | 12 | 14 | -2 | 2.2 | 2 | -4

Rewritten field by field: part of the list above.
Cc1cc(C)n2nc(C(=O)N/N=C/c3cccs3)nc2n1
  697 NFkB inh: 2 | Jurkat NFkB inh: 2 | Mdm2 MdmX PPI: -1 | tim23-1 inh: 1 | tim10-1 inh: 8 | CHOP UPR activ: 7.9 | XBP1 UPR activ: 5 | TIM10 inh: -6
CCN(CC)S(=O)(=O)c1ccc(OC)c(NC(=O)c2ccc([N+](=O)[O-])cc2)c1
  697 NFkB inh: 11 | Jurkat NFkB inh: 11 | Mdm2 MdmX PPI: 21 | tim23-1 inh: 25 | tim10-1 inh: 9 | CHOP UPR activ: -0.3 | XBP1 UPR activ: -5 | TIM10 inh: 8

(listing goes on)
SMILES | 697 NFkB inh | Jurkat NFkB inh | Mdm2 MdmX PPI | tim23-1 inh | tim10-1 inh | CHOP UPR activ | XBP1 UPR activ | TIM10 inh
CCCCn1c(N)c(Sc2ccccc2[N+](=O)[O-])c(=O)[nH]c1=O | -4 | -17 | 8 | 9 | 6 | -2.5 | -6 | -11
CCc1ccc(NC(=S)N(Cc2ccccc2)Cc2ccccn2)cc1 | -81 | -32 | 30 | 36 | 48* | -1.3 | 7 | 34
Cc1cccc(/C(N)=N/OC(=O)N2c3ccccc3Sc3ccccc32)c1 | 6 | 7 | 64* | 60* | 65* | 0.8 | 1 | 83*
O=C(N/N=C\c1ccccn1)C1c2ccccc2Oc2ccccc21 | 16 | -5 | -24 | 24 | 43* | -0.9 | -3 | 5
Cc1ccc(NS(=O)(=O)c2cccc(C(=O)Nc3c(C)n(C)n(-c4ccccc4)c3=O)c2)cc1 | 12 | 9 | 19 | 11 | -4 | 1.6 | 2 | -1
Cc1nc2ccccc2n1CCC(=O)O | 2 | -2 | -2 | 12 | 10 | -2.1 | 2 | -10
O=C(c1cccc(S(=O)(=O)Nc2ccccc2Cl)c1)N1CCN(C(=O)c2ccco2)CC1 | 11 | 12 | -3 | 0 | 16 | -1.4 | -3 | 18
O=C1NN=C(c2ccc(Cl)cc2)CC1c1cccc(Cl)c1 (centres undefined) | 24 | 18 | 25 | 56* | 41* | -3.3 | -3 | 7
CCOC(=O)CCCNC(=O)c1cncc(O)c1 | 6 | -8 | 11 | -19 | 16 | 1.5 | 0 | 16
O=S(Cc1ccccc1)CC(O)(c1ccccc1)c1ccccc1 (centres undefined) | -4 | -15 | 15 | 1 | 11 | -1.1 | -2 | 11
Cc1ccc(C(=O)N2CCN(c3ccccc3)CC2)cc1NC(=O)c1ccco1 | -10 | 16 | 10 | 5 | -8 | -2.5 | 1 | 0
O=C(NCC(=O)N(Cc1ccco1)C(C(=O)NC1CCCCC1)c1ccncc1)c1cccs1 (centres undefined) | -7 | 8 | 7 | 1 | 3 | 0.4 | 0 | 3
Cc1ccc(NC(=O)CCC(=O)NNC(=O)COc2ccc([N+](=O)[O-])cc2)cc1C | 10 | -1 | 17 | 1 | -2 | 1.3 | -1 | 6
CCOc1cc(S(=O)(=O)NCCc2ccccc2C)c(OCC)cc1-n1cnnn1 | -13 | 12 | -1 | 4 | 24 | -2.1 | -2 | -7
COc1ccc(NC(=O)CCN2CCN(S(=O)(=O)c3ccc(C(C)C)cc3)CC2)cc1 | 5 | -12 | 20 | 30 | 1 | 0.2 | -5 | 12

Random excerpt: three entries already listed, in no set order.
SMILES | 697 NFkB inh | Jurkat NFkB inh | Mdm2 MdmX PPI | tim23-1 inh | tim10-1 inh | CHOP UPR activ | XBP1 UPR activ | TIM10 inh
Cc1cc(C(=O)OCC(=O)c2ccc3c(c2)OCCO3)c(C)o1 | 12 | -22 | 12 | 16 | 12 | 0.3 | 2 | 11
NC(=O)Cn1ccc(O)c(Cc2ccc(Cl)cc2Cl)c1=O | 14 | -19 | 1 | 10 | 13 | -1.8 | -3 | 2
CC(C(=O)NCc1cccc(Cl)c1)N1C(=O)c2ccccc2C1=O (centres undefined) | -1 | 12 | 14 | 5 | -6 | -0.2 | 2 | 2

Remaining list, next part.
SMILES | 697 NFkB inh | Jurkat NFkB inh | Mdm2 MdmX PPI | tim23-1 inh | tim10-1 inh | CHOP UPR activ | XBP1 UPR activ | TIM10 inh
CC1CCCC(C)N1C(=O)Cn1c(=O)sc2ccccc21 (centres undefined) | 9 | 9 | -21 | 15 | 24 | -1.3 | -1 | 11
CCC(NS(=O)(=O)c1ccc(C)cc1)C(=O)N1CCN(c2ccccn2)CC1 (centres undefined) | 15 | 4 | 9 | 6 | 8 | -0.2 | -2 | 4
CCc1cccc(C)c1NC(=S)N(CCN(C)C)C(C)c1ccco1 (centres undefined) | 18 | -3 | 23 | 12 | 9 | 1.0 | 3 | -8
CC1=C(C(=O)Nc2ccc(C)cc2)C(c2ccc(C)o2)C2=C(CC(C)(C)CC2=O)N1 (centres undefined) | 5 | 1 | 15 | 5 | 22 | -0.4 | -2 | -5
Cc1ccc(C(=O)CSc2cc(C)nc(SCC(=O)c3ccccc3)n2)cc1 | -36 | -8 | 10 | 17 | 13 | 0.3 | 4 | 3
Cn1c(-c2ccccc2)c(CCO)c2ccccc21 | -7 | 9 | 24 | 26 | 30 | -1.8 | 2 | 21
O=C(Nc1cc(S(=O)(=O)N2CCOCC2)ccc1N1CCCCC1)c1ccc(Cl)cc1 | -12 | 3 | -9 | 27 | 22 | 1.6 | 4 | 24
CC(C)CN(C(=O)COC(=O)c1ccc2c(c1)NC(=O)CS2)C1CCS(=O)(=O)C1 (centres undefined) | -10 | -5 | 4 | 13 | 1 | 0.0 | -2 | -1
C[C@H](CO)N1C[C@H](C)[C@@H](CN(C)S(=O)(=O)c2ccc(F)cc2)Oc2ccc(NC(=O)Cc3cn(C)c4ccccc34)cc2C1=O | 4 | -11 | 8 | 10 | 13 | -1.9 | -1 | -5
CCOc1ccc(NC(=S)Nc2ccc(Br)cc2Cl)cc1 | 14 | -1 | 12 | 14 | -5 | -1.5 | 3 | 0
O=C(NCCN1CCN(c2ccccc2)CC1)c1ccc(NC(=O)C2CCCO2)cc1 (centres undefined) | -6 | -11 | -9 | 2 | 7 | 0.4 | -4 | -14
Cc1cccc(-n2cc(-c3ccccc3)c3c(N4CCOCC4)ncnc32)c1 | 26 | 45 | 67* | 22 | 31 | -0.1 | 3 | 13
CC(C)=CC1C(C(=O)NCCc2ccccc2)C1(C)C (centres undefined) | -7 | 0 | -3 | 14 | 13 | -0.3 | 2 | -15
S=c1[nH]nc(Nc2ccccc2)s1 | 7 | 21 | -15 | 9 | 2 | 2.8 | -5 | 12
Cc1ccc(-c2cc(C(=O)Nc3cnn(C45CC6CC(CC(C6)C4)C5)c3)no2)cc1 | -39 | -5 | 6 | -17 | 13 | 0.4 | 2 | -3
O=C(c1ccc(C(=O)N2CCCc3ccccc32)nc1)N1CCCc2ccccc21 | 11 | -14 | 9 | 6 | 13 | -0.8 | -2 | 7
Cc1nn(C)c(NC(=O)c2ccc(Cl)cc2Cl)c1Br | 19 | -4 | -8 | 41 | 20 | 1.0 | -4 | 28
O=C(NCc1ccc(F)cc1)C(=O)c1cn(CC(=O)N2CCCC2)c2ccccc12 | -1 | 5 | 4 | 22 | 15 | -0.9 | -3 | 16
